TDP1 cell CPT: growth inhibition of DT40 Tdp1-/-;hTDP1 cells with camptothecin (screen for TDP1 inhibitors). chicken DT40 Tdp1-/-;hTDP1 cells + 20 nM CPT, ATP luminescence, 48 h. Potency, µM (doses to about 46.2 µM), without a hit: at the highest dose activity change, negative = growth inhibition, hits mostly inhibitors. 420,000 tested, 12% active; also: nearly all actives have a fitted effect of over 55% in size
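Cell growth measured by CellTiter-Glo luminescence after a minimum 48 h, 37 C compound exposure with 20 nM CPT in Tdp1-knockout DT40 cells stably expressing hTDP1, seeded 400/well; qHTS titration format.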
TDP1 block: inhibitors of human tyrosyl-DNA phosphodiesterase TDP1 | Q9NUW8 | recombinant TDP1, AlphaScreen DNA substrate cleavage | Potency, µM (doses to about 130 µM), for the others: top-dose activity change, negative = inhibition, usual class: inhibitors | 350,000 tested, 0.28% active; also: nearly all actives have a fitted effect of over 40% in size
Target sequence (Q9NUW8 whole entry, looked up): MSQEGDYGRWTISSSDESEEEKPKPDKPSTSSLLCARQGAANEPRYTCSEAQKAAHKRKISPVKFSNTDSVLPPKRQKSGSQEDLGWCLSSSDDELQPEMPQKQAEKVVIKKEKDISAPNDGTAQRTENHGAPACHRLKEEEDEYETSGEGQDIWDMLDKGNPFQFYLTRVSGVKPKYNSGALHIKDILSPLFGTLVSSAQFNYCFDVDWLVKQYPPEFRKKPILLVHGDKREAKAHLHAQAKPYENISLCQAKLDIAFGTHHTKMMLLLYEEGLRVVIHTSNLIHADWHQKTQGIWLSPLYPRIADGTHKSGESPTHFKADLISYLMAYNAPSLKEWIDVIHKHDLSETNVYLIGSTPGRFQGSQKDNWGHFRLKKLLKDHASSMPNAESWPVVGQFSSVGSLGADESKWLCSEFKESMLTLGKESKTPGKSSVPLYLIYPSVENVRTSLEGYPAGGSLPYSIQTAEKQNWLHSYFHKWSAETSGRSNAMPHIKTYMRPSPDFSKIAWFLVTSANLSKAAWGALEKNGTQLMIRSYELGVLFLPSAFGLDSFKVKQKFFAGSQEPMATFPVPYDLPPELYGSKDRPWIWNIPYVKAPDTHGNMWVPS
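Here, a 5' biotin and 3' phosphotyrosine-FITC DNA oligonucleotide reports Tdp1 activity: intact substrate bridges AlphaScreen beads, while cleavage leaves a 3' phosphate and drops signal. All incubations at room temperature.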
TDP1 cell noCPT: qHTS for Inhibitors of human tyrosyl-DNA phosphodiesterase 1 (TDP1): qHTS in cells in absence of CPT; DT40 Tdp1-/- hTDP1 cells, no CPT, ATP luminescence, 48 h; Potency, µM (series often up to 46.2 µM), for inactives: at the top dose activity change, negative = growth inhibition, usual class: inhibitors; AID 686978, 2013; 420,000 tested, 15% active; also: nearly all actives have a fitted effect of over 55% in size
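Chicken DT40 Tdp1-/- cells complemented with human TDP1, screened without camptothecin (DMSO vehicle only), 400 cells/well. Compounds pin-transferred, cells incubated at 37 °C for at least 48 hr. Growth read as ATP-dependent luminescence (CellTiter-Glo, 30 min at RT).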
An asterisk follows results filed as active; ? = inconclusive; / = not tested or not shown; [ ] = another dose, or the depositor's remark. Calls follow the shape of the dose curve; as a rule, active = well fitted curve in the direction sought with a large enough effect; inconclusive = small, poorly fitted or top-dose-only effect, or another doubt; inactive = no such curve, though single readings can be large; an effect the other way counts as inactive or inconclusive. % is scaled to controls: 0 for no effect and ±100 for the full control effect; potency is read from the fitted curve at half-maximal effect.

SMILES	TDP1 cell CPT	TDP1 block	TDP1 cell noCPT
CC(=O)c1ccc(N2CCN(C(=O)c3ccccc3SCC(=O)NCc3ccco3)CC2)c(F)c1	?	/	?
CCN(CC)C(=O)CSc1nc(-c2ccccc2)cc(-c2ccc(OC)cc2)c1C#N	?	7%	?
CCCS(=O)(=O)N1CCC(C(=O)NCc2ccccc2Cl)CC1	2%	1%	-2%
CCOc1cc(NC(=S)NCCCN2CCOCC2)c(OCC)cc1NC(=O)c1ccco1	-4%	/	-1%
Cc1ccc(-c2noc(-c3ccccc3F)n2)cc1	7%	-11%	-6%
CN1CCN(c2ccc(S(=O)(=O)N3CCCCC3)cc2NC(=O)CCc2ccccc2)CC1	-22%	0%	-16%
O=C(NCCc1ccc(F)cc1)C(=O)NCC(c1cccs1)S(=O)(=O)c1ccc(F)cc1 (stereo not given)	?	0%	?
CCC(C)c1ccccc1N1CC(C(=O)NCCC2=CCCCC2)CC1=O (stereo not given)	18µM*	0%	16µM*
Cc1ccc(C(=O)COC(=O)c2cn3ccccc3n2)cc1	1%	1%	0%
Cc1cc(C)n(-c2ccc(Cl)c(C(=O)Nc3cc(C(F)(F)F)ccc3Cl)n2)n1	?	8%	?
CCOc1ccc(NC(=O)Nc2nnc(CC)s2)cc1	9%	6%	4%
CCc1ccc(/C=C2\SC(=S)N(CCC(=O)NCCCN3CCOCC3)C2=O)cc1	?	7%	?
CCOC(=O)c1ccc(NC(=O)C(C)N(c2ccc(OCC)cc2)S(C)(=O)=O)cc1 (stereo not given)	?	/	?
CCCC(=O)Nc1c2c(nn1-c1ccccc1)CSC2	3%	3%	-20%
Cc1ccc(CC(NC(=O)c2ccccc2)C(=O)N2CCCC2C(=O)O)cc1 (stereo not given)	-11%	5%	-3%
O=C(C1CCN(S(=O)(=O)c2cnc[nH]2)CC1)N1CCN(Cc2ccc3c(c2)OCO3)CC1	21µM*	-5%	21µM*
C[C@H](NC(=O)c1ccccc1F)C(=O)N1CCC2(CC1)NCCc1[nH]cnc12	-1%	1%	20%
CC(C)(C)c1ccc(C(=O)c2c[nH]c(C(=O)NCc3cccs3)c2)cc1	-29%	-1%	-26%
CC(C)OC(=O)C(C)Nc1n[nH]c(=S)[nH]c1=O (stereo not given)	-4%	-5%	?
O=C(Cn1ccc(=O)[nH]c1=O)c1ccc([N+](=O)[O-])o1	5.2µM*	/	2.1µM*
CCc1ccc(OCC(=O)Nc2cc3oc4ccccc4c3cc2OC)c(Br)c1	-5%	1%	-14%
COc1ccc(NC(=O)C2CCCN(C(=O)NC3CCCCC3)C2)cc1OC (stereo not given)	-3%	4%	-4%
C=CCNC(=S)Nc1cccc2ccccc12	-10%	2%	-25%
CCCOc1ccc(C(CC(=O)O)NC(=O)CC(c2ccccc2)c2ccccc2)cc1 (stereo not given)	-16%	0%	-2%
CNC(=O)COC(=O)c1cc(NC(=O)c2ccco2)c(OC)c(OC)c1	-4%	1%	?
SMILES	TDP1 cell CPT	TDP1 block	TDP1 cell noCPT
CC(=O)Nc1ccc(/C=C/c2ccnc3ccccc23)cc1	16µM*	/	11µM*
CCCC(=O)Nc1ccc(-c2cn3cccnc3n2)cc1	-4%	/	?
CCCn1c(NC(=S)Nc2ccccc2)nc2ccccc21	?	7%	?
Cc1ncc(S(=O)(=O)C(C)(C)C)c(N)n1	11%	5%	6%
Clc1cccc(-c2nnc(-c3ccccc3)o2)c1	16µM*	2%	23µM*
CCOc1ccccc1CN1CCCC(c2nc(C)ncc2-c2ccc(F)cc2)C1 (stereo not given)	?	/	18µM*
CNS(=O)(=O)c1cn(CC(=O)N2CCN(c3ccc(Cl)cc3)CC2)cc1S(=O)(=O)NC	15µM*	6%	13µM*
N#Cc1cnn(Cc2ccc(Cl)cc2)c1N	-7%	5%	-9%
C=CCc1cc(Cl)ccc1OCCCNCCO	?	-6%	16µM*
Nc1ncnc2c1ncn2C1CCCC(CO)O1 (stereo not given)	0%	/	-4%
COc1ccccc1/C=C/C(=O)OCC(=O)NCCC1=CCCCC1	-5%	5%	-9%
Cc1ccccc1N1CCN(C2CCCN(C(=O)c3ccnn3C)C2)CC1 (stereo not given)	?	4%	?
COc1ccc(C)cc1N(C(=O)CNC(=O)c1ccco1)C(C(=O)NC1CCCC1)c1cccnc1 (stereo not given)	-5%	8%	-2%
CN(C)S(=O)(=O)c1ccc(C(=O)OCCn2cnc3c2c(=O)n(C)c(=O)n3C)cc1	?	-1%	?
Cc1ccc(NC(=O)COc2cccc(-n3cnnn3)c2)cc1[N+](=O)[O-]	?	/	?
CCOCCn1ccc2c(OCC(=O)Nc3cccc([N+](=O)[O-])c3)cccc2c1=O	-15%	-3%	?
Cn1nccc1C(=O)NC(=S)Nc1sc2c(c1C#N)CCCCC2	-11%	2%	-13%
Cc1cc(C)c(S(=O)(=O)Nc2ccc(O)c(Sc3ncn[nH]3)c2)c(C)c1	-7%	0%	?
COc1ccc(-c2cc(C(F)F)n3ncc(C(=O)NCC4CCCO4)c3n2)cc1 (stereo not given)	?	2%	?
CC1CCN(C(=O)Cn2c(=O)n(Cc3ccco3)c(=O)c3sccc32)CC1	0%	/	-21%
COC(=O)c1c(S(=O)(=O)N2CCOCC2)c(C)n(C)c1C	-1%	3%	7%
CCOc1cc(N(CC)CC)ccc1/C=C(/C#N)c1nc2ccccc2[nH]1	16µM*	8%	10µM*
CN1CCN(c2ccc(S(=O)(=O)N3CCCCC3)cc2[N+](=O)[O-])CC1	4%	0%	-7%
COc1ccc(Cl)cc1N1C(=N)SCC1=O	9%	4%	-15%
Cc1ccc(C2=NCCn3c2c2ccc([N+](=O)[O-])cc2[n+]3[O-])cc1	4.1µM*	7%	10µM*
SMILES	TDP1 cell CPT	TDP1 block	TDP1 cell noCPT
Cc1cccc(CCNC(=O)CN(C)S(=O)(=O)c2cnc[nH]2)c1	-6%	5%	-26%
COc1cccc(N2CCN(C(=O)CCCn3c(=O)[nH]c4ccc(Br)cc4c3=O)CC2)c1	21µM*	12%	6.5µM*
O=C(CCC1CCCC1)N1CCc2c([nH]c3ccccc23)C1c1ccc(F)cc1 (stereo not given)	?	0%	?
CC(=O)NCCC(=O)Nc1cc(S(=O)(=O)N2CCCCC2)ccc1Oc1cccc(C)c1	-11%	4%	?
CCOc1cccc(N2C(=O)CC(N3CCN(c4nc5ccccc5s4)CC3)C2=O)c1 (stereo not given)	-1%	1%	-8%
COc1ccc(C(C)NC(=O)c2ccncc2)cc1 (stereo not given)	3%	/	0%
O=C(C(=O)N1CCC(Cc2ccccc2)CC1)c1cccc(Br)c1	?	/	?
COc1ccc(CC(=O)O/N=C(\N)c2ccccn2)cc1OC	-2%	0%	2%
Cc1cc(C)cc(C(=O)N(Cc2ccco2)c2c(N)n(Cc3ccccc3)c(=O)[nH]c2=O)c1	1%	0%[56.1 µM]	3%
C[N+](C)(C)C/C=C1/COCO1	18µM*	4%	?
O=C(NNC(=O)c1ccc(O)cc1O)c1ccc(-c2ccccc2)cc1	?	/	?
O=C(NNC(=O)c1ccccc1O)c1ccco1	25%	2%	-10%
O=C(O)C1CCC(=O)N1C(=O)OCc1ccccc1 (stereo not given)	9%	1%	?
CC(C)Nc1nc2c(-c3cccc(Br)c3)nnn2c2ccccc12	?	-1%	?
Cc1ccccc1C(=O)Nc1c(C)nc(Nc2ccccc2)nc1Nc1ccccc1	?	2%	?
CCOc1ccccc1/C=N/NC(=O)c1cccc(S(=O)(=O)N2CCOCC2)c1	0%	8%	-16%
CC1CCCCN1CC(O)COCCC12CC3CC(CC(C3)C1)C2 (stereo not given)	15µM*	2%	18µM*
O=C(CCc1nnc(Cc2c[nH]c3ccccc23)o1)NC1CCCC1	-6%	10%	-17%
Cc1ccc(Cl)cc1NC(=O)CN1C(=O)COc2ccc(S(=O)(=O)N3CCCCCC3)cc21	-20%	-5%	?
COC(=O)c1ccc(C2Nc3ccc(/C(C)=N/NC(=O)C(OC)c4ccccc4)cc3C3C=CCC32)cc1 (stereo not given)	13µM*	0%	15µM*
COc1cccc(CNCCc2c[nH]c3ccccc23)c1OCc1ccc(F)cc1	18µM*	10%	15µM*
N#C/C(C(N)=O)=C1/CCCN1Cc1ccccc1	4%	/	-1%
CCN(CC)CCN(Cc1cc2cc3c(cc2[nH]c1=O)OCCO3)C(=S)NCCCN(C)C	5%	/	11%
COCCCNC(=O)CN1C(=O)/C(=C/c2ccccc2C)Sc2ccccc21	-17%	8%	19%
O=C1C2CCCCN2C(=O)N1CCCN1CCN(c2cccc(C(F)(F)F)c2)CC1 (stereo not given)	-26%	/	-25%
SMILES	TDP1 cell CPT	TDP1 block	TDP1 cell noCPT
CCOC(=O)C(C)c1nn(C)c(=O)c2ccccc12 (stereo not given)	?	1%	?
CCOC(=O)CSc1nc2c(sc3cccc(F)c32)c(=O)n1Cc1ccc(OC)cc1	-1%	1%	-13%
C[C@H](NC(=O)c1[nH]cnc1C(=O)Nc1ccccc1)c1ccccc1	?	0%	?
O=C(NCc1ccccc1)C1Nc2ccc(OC(F)(F)F)cc2C2C=CCC12 (stereo not given)	23µM*	/	?
CC(C)(C)OC(=O)N1CCCC1C(=O)O (stereo not given)	-9%	-8%	3%
Cc1occc1C(=O)NNC(=O)c1ccccc1[N+](=O)[O-]	-20%	0%	9%
CC(C)NC(=S)N1CCN(c2ncccn2)CC1	-6%	0%	-6%
O=C1OC(c2ccc(F)cc2)=C/C1=C\c1ccc(O)cc1	-3%	2%	?
COCCNC(=O)C1CCCN(C(=O)Cc2ccc(F)cc2)CC1 (stereo not given)	-2%	/	20%
COc1cc(/C=C/C(=O)OCC(=O)Nc2c(C)n(C)n(-c3ccccc3)c2=O)ccc1O	?	1%	16%
Cc1ccc(OCCCn2c(=O)oc3ccccc32)cc1	5%	-13%	11%
CCCCCOc1ccc(/C=c2\sc3nc(=O)c(-c4ccccc4)nn3c2=O)cc1OC	?	5%	?
COc1c2occc2c(OC)c2c(=O)cc(C(F)(F)F)oc12	13%	3%	7%
CCCOc1ccc(C2C(C(=O)c3ccc(C)o3)=C(O)C(=O)N2Cc2ccco2)cc1 (stereo not given)	?	10%	?
CCOC(=O)c1ccc(CC(=O)c2ccc(O)cc2O)o1	?	-2%	13µM*
Cc1ccc2oc(C(F)(F)C(F)F)cc(=O)c2c1	9%	/	-15%
O=c1[nH]c(/C=C\c2ccc(O)c(Cl)c2)nc(O)c1[N+](=O)[O-]	1%	/	19%

Profiles from above. Order of values: TDP1 cell CPT	TDP1 block	TDP1 cell noCPT
CCOC(=O)CSc1nc2c(sc3cccc(F)c32)c(=O)n1Cc1ccc(OC)cc1 is entered as -1%	1%	-13%
CC(C)NC(=S)N1CCN(c2ncccn2)CC1 is entered as -6%	0%	-6%

In the list so far, 13 have a furan ring, fused or not:
SMILES	TDP1 cell CPT	TDP1 block	TDP1 cell noCPT
CC(=O)c1ccc(N2CCN(C(=O)c3ccccc3SCC(=O)NCc3ccco3)CC2)c(F)c1	?	/	?
CCOc1cc(NC(=S)NCCCN2CCOCC2)c(OCC)cc1NC(=O)c1ccco1	-4%	/	-1%
O=C(Cn1ccc(=O)[nH]c1=O)c1ccc([N+](=O)[O-])o1	5.2µM*	/	2.1µM*
CCc1ccc(OCC(=O)Nc2cc3oc4ccccc4c3cc2OC)c(Br)c1	-5%	1%	-14%
CNC(=O)COC(=O)c1cc(NC(=O)c2ccco2)c(OC)c(OC)c1	-4%	1%	?
COc1ccc(C)cc1N(C(=O)CNC(=O)c1ccco1)C(C(=O)NC1CCCC1)c1cccnc1 (stereo not given)	-5%	8%	-2%
CC1CCN(C(=O)Cn2c(=O)n(Cc3ccco3)c(=O)c3sccc32)CC1	0%	/	-21%
Cc1cc(C)cc(C(=O)N(Cc2ccco2)c2c(N)n(Cc3ccccc3)c(=O)[nH]c2=O)c1	1%	0%[56.1 µM]	3%
O=C(NNC(=O)c1ccccc1O)c1ccco1	25%	2%	-10%
Cc1occc1C(=O)NNC(=O)c1ccccc1[N+](=O)[O-]	-20%	0%	9%
COc1c2occc2c(OC)c2c(=O)cc(C(F)(F)F)oc12	13%	3%	7%
CCCOc1ccc(C2C(C(=O)c3ccc(C)o3)=C(O)C(=O)N2Cc2ccco2)cc1 (stereo not given)	?	10%	?
CCOC(=O)c1ccc(CC(=O)c2ccc(O)cc2O)o1	?	-2%	13µM*

Outcome played no part in choosing rows, and some 18% of all compounds hit somewhere here.
